Screening results deposited in PubChem by National Center for Advancing Translational Sciences (NCATS).
AID inhibitor: blocks human AID cytidine deaminase activity; Potency, µM (doses to about 115 µM), without a hit: at the highest dose activity change, negative = inhibition, actives largely listed as inhibitors; actives 0.32% (n = 91,000); AID deamination FRET fluorescence, UDG-coupled, 4 h; Q9GZX7; AID 1347428; note: nearly all actives have a fitted effect of over 25% in size
Target sequence (Q9GZX7 whole entry, looked up): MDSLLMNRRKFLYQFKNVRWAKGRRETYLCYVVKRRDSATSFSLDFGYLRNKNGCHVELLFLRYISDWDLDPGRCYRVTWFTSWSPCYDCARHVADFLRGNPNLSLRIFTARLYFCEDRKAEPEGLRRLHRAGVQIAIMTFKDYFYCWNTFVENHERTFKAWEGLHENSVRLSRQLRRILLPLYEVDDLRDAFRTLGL
UDG counter: UDG inhibition counter-screen; Potency, µM (titrated, usually from 115 µM), inactives show at the top dose activity change, negative = inhibition, usual class: inhibitors; AID 1347430; actives 0.14% (n = 91,000); FRET deamination/UDG coupled assay, UDG read, 4 h; note: nearly all actives have a fitted effect of over 65% in size
An asterisk follows results filed as active; [ ] = dose if it differs, or a comment. Calls come from the whole dose curve; as a rule, active = well fitted curve in the direction sought with a large enough effect; inconclusive = small, poorly fitted or top-dose-only effect, or another doubt; inactive = no such curve, though single readings can be large; an effect the other way counts as inactive or inconclusive. % is set by controls: 0 for no effect and ±100 for the full control effect; potency is the fitted concentration of half-maximal effect. These rows are one share of the data. The share of hits here may be higher or lower than overall.

`FC(F)(F)c1ccccc1/C=N/NC(=S)NCc1ccccc1` gave AID inhibitor -9.5% and UDG counter -7.2%.
For Cc1oc2ccc(OC(=O)c3ccccc3F)cc2c1C(=O)OC(C)C the results were AID inhibitor -16.2% and UDG counter -2.5%.
Screening CCOC(=O)CC(NC(=O)c1cc2cc(Cl)cc(Cl)c2oc1=O)c1ccc(OC)cc1 (stereo not given) returned AID inhibitor -0.3% and UDG counter -0.1%.
`Cc1ccc(-n2c(=O)c3c(cnn3C)n(CC(=O)Nc3cccc(Cl)c3)c2=O)cc1` gave AID inhibitor -5.2% and UDG counter 2.1%.
CCOc1ccc(C(=O)/C=C/c2cn(CC(O)CN3CCCCCC3)c3ccccc23)cc1 (stereo not given) was read as AID inhibitor inconclusive and UDG counter -14.7%.
`Cc1ccc(C(=O)COC(=O)C(CC(C)C)NC(=O)C2CCC(C)CC2)cc1` (stereo not given) gave AID inhibitor 54.1%[activator] and UDG counter -5.0%.
`Cc1c(Cl)cccc1NC(=O)c1ccc2c(c1)CCCN2S(C)(=O)=O` gave AID inhibitor 12.7% and UDG counter -1.1%.
CC(=O)c1ccc(N2CCN(S(=O)(=O)c3ccc(-c4cc(C)no4)s3)CC2)cc1 was read as AID inhibitor 26.1% and UDG counter inconclusive.
CC(=O)c1cccc(NC(=O)CCc2nc3cccnc3n2Cc2cccs2)c1 was read as AID inhibitor 200.9%[activator] and UDG counter -8.8%.
Screening Cc1cccc(-c2noc(-c3cccc(Br)c3)n2)c1 returned AID inhibitor -6.4% and UDG counter -16.3%.
Cc1ccc(C)c(NCc2cc3cccc(C)c3[nH]c2=O)c1 was read as AID inhibitor -8.4% and UDG counter -3.2%.
`Cc1nc(-n2nc(C)c(CCC(C)C)c2C)sc1C(=O)Nc1ccc(Cl)cc1` gave AID inhibitor -20.8% and UDG counter -4.0%.
`Cn1nc(C(=O)OCC(=O)c2ccc(Br)cc2)c2ccccc2c1=O` gave AID inhibitor 22.6% and UDG counter 1.9%.
Screening CCn1nnc2cc(C(=O)Nc3nc(-c4ccc(C)c(C)c4)cs3)ccc21 returned AID inhibitor 10.1% and UDG counter -7.7%.
For CCOC(=O)c1c(-c2ccccc2)csc1NC(=O)c1cc(-c2ccc(Br)cc2)on1 the results were AID inhibitor 5.2% and UDG counter 3.9%.
For C[N+](C)(CC(=O)O)C[Si](C)(C)C the results were AID inhibitor 5.3% and UDG counter 3.6%.
`O=c1c(N2CCCCC2)csc2ccc(F)cc12` gave AID inhibitor 7.3% and UDG counter 6.1%.
Screening Cc1nc(N2CCOCC2)c2c(C(=O)NCc3ccc(Cl)cc3)c(C)oc2n1 returned AID inhibitor 4.1% and UDG counter 2.8%.
`Cc1cccc(NC(=O)C2CCCN(S(=O)(=O)c3c(C)noc3/C=C/N(C)C)C2)c1C` (stereo not given) gave AID inhibitor -12.0% and UDG counter -8.8%.
COc1ccccc1CNC(=O)c1cc2c(=O)n(Cc3cccs3)ccc2nc1C was read as AID inhibitor 0.5% and UDG counter -4.8%[57.5 µM].

Fetched one by one from above (3):
`Cc1c(Cl)cccc1NC(=O)c1ccc2c(c1)CCCN2S(C)(=O)=O` gave AID inhibitor 12.7% and UDG counter -1.1%.
COc1ccccc1CNC(=O)c1cc2c(=O)n(Cc3cccs3)ccc2nc1C was read as AID inhibitor 0.5% and UDG counter -4.8%[57.5 µM].
CC(=O)c1cccc(NC(=O)CCc2nc3cccnc3n2Cc2cccs2)c1 was read as AID inhibitor 200.9%[activator] and UDG counter -8.8%.

(listing goes on)
CCOc1ccccc1Oc1ccc(CNC(=O)Nc2cccnc2)cn1 was read as AID inhibitor 1.6% and UDG counter 0.5%.
COc1ccccc1CNS(=O)(=O)c1ccc(N2C(=O)C(C)CS2(=O)=O)cc1 (stereo not given) was read as AID inhibitor -1.9% and UDG counter 0.0%.
`COc1cc(NC(=O)c2cc(C3CC3)nc3c2c(C)nn3-c2ccc(C)cc2)cc(OC)c1` gave AID inhibitor -2.0% and UDG counter -9.1%.
Cn1c(=O)[nH]c(=O)c2c1nc(SCC(=O)Nc1ccccc1)n2Cc1cccc(Cl)c1 was read as AID inhibitor 0.7% and UDG counter -0.6%.
For O=C(Oc1cccc(OC(=O)c2ccc(Cl)cc2Cl)c1)c1ccc(Cl)cc1Cl the results were AID inhibitor -3.1% and UDG counter -1.2%.
`Cc1ncc(-c2ccc(S(=O)(=O)Nc3ccc(C)c(F)c3)cc2)o1` gave AID inhibitor -2.0% and UDG counter 2.5%.
COc1ccc(S(=O)(=O)Nc2c(C)n(C)n(-c3ccccc3)c2=O)cc1Br was read as AID inhibitor 12.1%[57.5 µM] and UDG counter 4.3%[57.5 µM].
CC(C)(C)C1CCc2sc(C(=O)NCc3cnc(-c4ccccc4)s3)cc2C1 (stereo not given) was read as AID inhibitor -13.8% and UDG counter -7.8%.
Screening COc1ccc(-c2cc(C(=O)NCc3ccccc3)c3c(-c4ccccc4)[nH]nc3n2)cc1 returned AID inhibitor 19.1% and UDG counter 1.4%.
CC(C)C(NC(=O)C(c1ccccc1)c1ccccc1)C(=O)O (stereo not given) was read as AID inhibitor 8.9% and UDG counter -0.3%.
`Cc1cccc(C)c1NC(=O)c1oc2ccc3c(c2c1C)C(=O)CC(C)(C)O3` gave AID inhibitor 6.7% and UDG counter -4.4%.
`O=C(CCn1c(=O)c2sccc2n(CC(=O)N2CCCC2)c1=O)Nc1ccc(F)cc1` gave AID inhibitor 3.9% and UDG counter 1.4%.
For COc1cccc(CN2c3ccccc3C3=C(C(c4ccccc4)C(C#N)=C(N)O3)S2(=O)=O)c1 (stereo not given) the results were AID inhibitor -19.9% and UDG counter -0.7%.
COc1ccc(-c2nc(C)c(CCNC(=O)C(=O)Nc3ccccc3C#N)s2)cc1OC was read as AID inhibitor 15.2% and UDG counter -4.3%.
Screening COc1ccccc1CNCCSc1nnnn1C returned AID inhibitor -4.2% and UDG counter 3.2%.
For COC(=O)c1ccc2cc(C(=O)O)ccc2c1 the results were AID inhibitor -4.3% and UDG counter -7.7%.
CCCCSc1oc(-c2ccco2)nc1S(=O)(=O)c1ccc(F)cc1 was read as AID inhibitor -2.7% and UDG counter -12.8%.
For CCOC(=O)c1cnn(-c2ccc(C(=O)Nc3ccc(C(C)=O)cc3)cc2)c1N the results were AID inhibitor -12.7% and UDG counter -1.1%.
Screening Cc1ccc(C2=NN(CC(=O)NCCCN(CC(C)C)CC(C)C)C(=O)CC2)cc1 returned AID inhibitor inconclusive and UDG counter -13.2%.
Screening COc1ccc(Cl)cc1-c1nc(SCC(=O)N2CCCC2)n[nH]1 returned AID inhibitor -16.2% and UDG counter -1.5%.
Screening COc1ccc(CNC(=O)C2CCN(S(=O)(=O)c3cn(C)cn3)CC2)cc1 returned AID inhibitor -3.6% and UDG counter -0.3%.
For CC(C)C(=O)Nc1ccccc1C(=O)OCc1cc(=O)n2nc(C3CC3)sc2n1 the results were AID inhibitor 9.1% and UDG counter -13.7%.
For O=C(O)CCCC(=O)N1CCC(Cc2ccccc2)CC1 the results were AID inhibitor -6.1% and UDG counter -11.9%.
CCOCCCNCc1c(F)cccc1Cl was read as AID inhibitor -1.7% and UDG counter 1.9%.
`Cc1cccc(/C=C2\Cc3ccccc3C2=O)c1` gave AID inhibitor -13.4% and UDG counter -4.2%.
COc1ccc(-c2coc3cc(OCC(=O)NCCC4=CCCCC4)ccc3c2=O)cc1OC was read as AID inhibitor -5.6% and UDG counter -14.0%.
Screening COc1ccccc1N1CCN(C(CNC(=O)C(=O)NCc2cccnc2)c2cccnc2)CC1 (stereo not given) returned AID inhibitor -9.8% and UDG counter -5.8%.
For CCN(Cc1ccccc1)C(=O)Cn1c(=O)n(-c2ccc(Cl)c(Cl)c2)c(=O)c2c(C)c(C(=O)N(C)C)sc21 the results were AID inhibitor 7.8% and UDG counter -5.6%[57.5 µM].
Screening CN1CCN(C(c2ccccc2Cl)c2sc3nc(-c4ccco4)nn3c2O)CC1 (stereo not given) returned AID inhibitor 19.3% and UDG counter -1.7%.
O=c1cc(O)cc(/C=C/c2ccc(O)c(O)c2)o1 was read as AID inhibitor -0.8% and UDG counter -0.4%.
`O=C(NCCC1=CCCCC1)c1ccc2c(c1)N(Cc1ccc(F)cc1)C(=O)c1ccccc1S2(=O)=O` gave AID inhibitor inconclusive and UDG counter -11.9%.
`CC(C)OC(=O)c1c(NC(=O)COc2cccc(Br)c2)sc2c1CCCC2` gave AID inhibitor 10.8%[57.5 µM] and UDG counter -0.7%[57.5 µM].
For Cc1ccccc1Cn1c(=O)n(Cc2ccc3c(c2)OCO3)c(=O)c2oc3ccccc3c21 the results were AID inhibitor 2.2% and UDG counter 6.9%.
`COc1ccc(CCCc2nnc(SCC(=O)Nc3cccc(C)c3)o2)cc1C` gave AID inhibitor -10.0%[57.5 µM] and UDG counter -10.1%[57.5 µM].
Screening Cc1ccc(-n2c(=O)c3c(cnn3C)n(CC(=O)Nc3ccc(C)cc3C)c2=O)cc1 returned AID inhibitor 7.4% and UDG counter -8.1%.
For C/C=C/C=C/C(=O)N1CCN(CC(F)(F)F)CC1 the results were AID inhibitor -3.5% and UDG counter -10.9%.
`CCc1ccc(S(=O)(=O)c2nnn3c2nc(Nc2ccc(F)cc2)c2cc(Cl)ccc23)cc1` gave AID inhibitor -4.0% and UDG counter -8.9%.
For CCOC(=O)c1cnc2ccccc2c1NCCc1ccc(OC)c(OC)c1 the results were AID inhibitor -11.5% and UDG counter -7.0%.
Screening O=C(NCc1ccccc1F)C(=O)NCC(c1cccs1)S(=O)(=O)c1cccs1 (stereo not given) returned AID inhibitor 7.2% and UDG counter inconclusive.
`COc1ccc2c(c1)c(N1CCCC1=O)c(C(=O)Nc1ccccc1C(F)(F)F)n2C` gave AID inhibitor 55.2%[activator] and UDG counter 3.0%.
For CN(C)CCNC(=O)CCNc1nc(Cl)nc2nc[nH]c12 the results were AID inhibitor -6.1% and UDG counter 35.8%[activator].
For Cc1ccc(NC(=O)C(=O)NCCCN2CCOCC2)cc1C the results were AID inhibitor 128.5%[activator] and UDG counter 7.2%.
CCn1c(SCCOc2ccccc2F)nc2ccccc21 was read as AID inhibitor inconclusive and UDG counter -13.7%.
Screening CC(=O)N1CCC(Nc2nc(-c3cccnc3)nc3ccccc23)CC1 returned AID inhibitor -5.9% and UDG counter -6.5%.
Screening CCc1ccc(S(=O)(=O)NCc2nc3cccnc3n2Cc2cccc(OC)c2)cc1 returned AID inhibitor 27.0% and UDG counter -1.5%.
C/C(=N/Nc1ccc(S(N)(=O)=O)cc1[N+](=O)[O-])c1cc2ccccc2o1 was read as AID inhibitor -5.0% and UDG counter 2.7%.
`Clc1ccccc1Cn1c(-c2cccs2)nc2ccccc21` gave AID inhibitor inconclusive and UDG counter -9.6%.
Screening COc1ccc(-c2coc3cc(OCC(=O)NCc4ccc(F)cc4)ccc3c2=O)cc1OC returned AID inhibitor -6.8% and UDG counter 0.0%.
O=C(NCC1CCN(Cc2cccc(F)c2)CC1)c1cc2ccc3cccnc3c2[nH]1 was read as AID inhibitor -8.6% and UDG counter 33.9%[activator].
For C=CC(=O)Oc1ccc(C(=O)Oc2ccc(CCCC)cc2)cc1 the results were AID inhibitor inconclusive and UDG counter 2.6%.
Cc1ccccc1-c1nc(C#N)c(NCc2ccco2)o1 was read as AID inhibitor 3.5% and UDG counter 3.5%.
`CCC(=O)Nc1ccc(CC)cc1-c1nc2ccccc2n(CC(=O)Nc2cccc(OC)c2)c1=O` gave AID inhibitor 5.9% and UDG counter 10.8%.
COc1ccc(CCNC(=O)C(=O)Nc2ccc(C)c(C)c2)cc1 was read as AID inhibitor 16.9%[57.5 µM] and UDG counter -2.2%[57.5 µM].
`Cc1cccc(NC(=O)C(=O)NCC(c2cccnc2)N2CCOCC2)c1` (stereo not given) gave AID inhibitor 5.0% and UDG counter 5.9%.
COc1ccc(C)cc1NC(=O)CN1C(=O)CCc2cc(S(=O)(=O)N3CCOCC3)ccc21 was read as AID inhibitor 1.3% and UDG counter -2.8%.
`Cc1ccc(C)c(NC(=O)CSc2nnc3[nH]c(=O)cc(-c4ccccc4)n23)c1` gave AID inhibitor 0.4% and UDG counter -3.7%.
`O=C(Cn1ncc2c3ccccc3n(Cc3ccccc3)c2c1=O)NCc1cccs1` gave AID inhibitor 2.8% and UDG counter -22.0%[57.5 µM].
For NC(=O)c1cc(-c2ccc(Br)cc2)nc2ccccc12 the results were AID inhibitor 1.7% and UDG counter 8.9%.
`COCCN(Cc1ccco1)C(=O)c1cc2c(Cl)nc3ccc(C)cc3c2s1` gave AID inhibitor -25.1% and UDG counter 1.8%.
Cc1cccc(-c2nn3c(N(C)C)cc(C)nc3c2C)c1 was read as AID inhibitor -13.0% and UDG counter 5.0%.

An excerpt taken from the entries so far, for reference:
`COc1ccc(CCCc2nnc(SCC(=O)Nc3cccc(C)c3)o2)cc1C` gave AID inhibitor -10.0%[57.5 µM] and UDG counter -10.1%[57.5 µM].
Screening Cc1ccc(-n2c(=O)c3c(cnn3C)n(CC(=O)Nc3ccc(C)cc3C)c2=O)cc1 returned AID inhibitor 7.4% and UDG counter -8.1%.
For C/C=C/C=C/C(=O)N1CCN(CC(F)(F)F)CC1 the results were AID inhibitor -3.5% and UDG counter -10.9%.

New compounds follow:
Screening Cc1cc(C)c(OCC(=O)Nc2ccc(NC(=O)c3ccco3)cc2)c(Br)c1 returned AID inhibitor 0.5% and UDG counter -0.9%.
`CC(C)(C)C1CCc2c(sc(NC(=O)CCC(=O)O)c2C(=O)Nc2ccccc2C(F)(F)F)C1` (stereo not given) gave AID inhibitor inconclusive and UDG counter -2.6%.
Screening Cc1occc1-c1nnc(SCC(=O)c2ccc3c(c2)NC(=O)CO3)o1 returned AID inhibitor -2.7% and UDG counter -1.8%.
`Cc1c(C(=O)Nc2ccc(F)cc2)oc2ccc(S(=O)(=O)N3CCCCCC3)cc12` gave AID inhibitor 15.5% and UDG counter -14.5%.
